# Tcruzi prolif: blocks T. cruzi growth in NIH3T3 culture; T. cruzi beta-gal in NIH3T3, GalScreen luminescence, 90 h; inhibition, % at 8.34 µM; actives 5.9% (n = 77,000);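 active = mean inhibition above about 93%, with at least 55% of replicates each passing it, limit read from the data, passing the limit was not always enough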
# KDM4C inh: inhibitors of human demethylase GASC-1 KDM4C; Q9H3R0; GST-KDM4C 2-372, H3K9me3 peptide, LANCE TR-FRET; inhibition, % at 12.5 µM; actives 0.15% (n = 96,000); AID 720574;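 active = mean replicate inhibition above about 25%, with at least 55% of replicates also reaching it, limit read from the data, passing the limit was not always enough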
# Target sequence (Q9H3R0 2-372 limits assumed): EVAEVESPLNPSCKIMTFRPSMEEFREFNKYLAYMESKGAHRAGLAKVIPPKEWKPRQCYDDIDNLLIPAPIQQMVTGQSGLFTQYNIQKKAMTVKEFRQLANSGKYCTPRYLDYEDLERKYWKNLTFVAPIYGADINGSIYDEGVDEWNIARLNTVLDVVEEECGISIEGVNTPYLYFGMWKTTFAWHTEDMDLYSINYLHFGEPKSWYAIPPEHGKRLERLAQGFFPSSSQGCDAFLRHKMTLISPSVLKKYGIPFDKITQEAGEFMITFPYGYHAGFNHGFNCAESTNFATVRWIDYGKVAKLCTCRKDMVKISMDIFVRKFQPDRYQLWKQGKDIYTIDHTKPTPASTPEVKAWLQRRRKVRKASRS
#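 Compound: one test concentration per compound; Material: GST-GASC-1 enzyme fragment 2-372; Amount: GASC-1 enzyme at 10 nM final in reaction; Also added: H3K9me3 peptide substrate, Fe(II), 2-oxoglutarate; Technique: LANCE TR-FRET; Times: 30 min demethylation and 1 h detection at room temperature.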
# C diff HTS: C. difficile growth inhibition. Clostridium difficile clinical isolate growth, OD600, 24 h; active compounds read low. growth activity, negative = inhibition, % at 16 µg/mL (by protocol). actives 0.25% (n = 86,000). AID 1259249;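 active = mean growth activity at or below -80% and every replicate also at or below -80%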;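 also: 0% = DMSO wells and -100% = levofloxacin 16 µg/mL wells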
# Pf Dd2 growth: inhibitors of Plasmodium falciparum Dd2 growth | P. falciparum Dd2 growth, SYBR Green, 72 h; active compounds read low | activity change, % at 10 µM | actives 2.3% (n = 94,000) | AID 1159554; in the data active = activity change below about -80%
# * hit, by the source's call; . = not tested or not shown. Not a hit list; any-hit rate near 6.8%.
1. Cc1noc(C)c1NC(=O)Nc1ccc2c(c1)C(=O)N([C@@H](C)CO)C[C@@H](C)[C@H](CN(C)Cc1ccncc1)OCCCC[C@@H](C)O2
2. O=C(C[C@H]1CC[C@@H]2[C@H](COC[C@@H](O)CN2Cc2ccc(F)cc2)O1)NCc1ccccc1Cl
3. COc1ccc(S(=O)(=O)Nc2cccc3c2O[C@@H](CN(C)Cc2ccccc2)[C@@H](C)CN([C@H](C)CO)C3=O)cc1
4. C/C=C/c1ccc([C@H]2[C@@H](CO)N(CC3CC3)C23CN(C(=O)COC)C3)cc1
5. C[C@@H]1CN([C@@H](C)CO)C(=O)CCCn2cc(nn2)CO[C@H]1CN(C)C(=O)Oc1ccccc1
6. CN(C)C(=O)C[C@H]1C[C@H]2c3cc(NC(=O)CC4CC4)ccc3O[C@H]2[C@@H](CO)O1
7. C[C@@H]1CN([C@@H](C)CO)C(=O)Cc2cc(NS(=O)(=O)c3ccccc3)ccc2O[C@@H]1CN(C)S(=O)(=O)c1cn(C)cn1
8. O=C(NC1CCCCC1)N1CC2(C1)[C@H](c1ccccc1)[C@@H](CO)N2CC1CC1

Assay by compound	1	2	3	4	5	6	7	8
Tcruzi prolif	19	8	7	.	-57	-54	25	.
KDM4C inh	-0.4	4.7	1.5	0.3	-0.3	3.7	-1.3	1.0
C diff HTS	-2	2	-3	-3	.	.	-7	50
Pf Dd2 growth	10	-4	8	-5	19	42	-22	18

9. C[C@@H]1CN([C@H](C)CO)C(=O)c2cc(NC(=O)Nc3cccc4ccccc34)ccc2O[C@@H](C)CCCCO[C@H]1CN(C)S(=O)(=O)c1cn(C)cn1
10. CO[C@@H](CN(C)C(=O)C1CCOCC1)[C@H](C)CN(C(=O)Nc1ccc(F)cc1)[C@H](C)CO
11. COc1ccc(NC(=O)N(C)C[C@@H]2Oc3ccc(NC(=O)Nc4ccc(F)cc4)cc3CC(=O)N([C@@H](C)CO)C[C@@H]2C)cc1
12. C[C@@H]1CN([C@@H](C)CO)C(=O)c2cc(NC(=O)CCC(F)(F)F)ccc2O[C@@H]1CN(C)S(=O)(=O)c1cn(C)cn1
13. CO[C@H]1CN(C)C(=O)c2cc(NS(C)(=O)=O)ccc2OC[C@H](C)NC[C@@H]1C
14. COC(=O)C[C@@H]1C[C@H]2c3cc(NC(=O)Nc4ccc(F)cc4)ccc3O[C@H]2[C@H](CO)O1
15. CC(C)NC(=O)N1[C@H](CO)[C@@H]2c3ccccc3NC[C@@H]21
16. O=C(c1cnccn1)N1CC(=O)N2[C@H](C1)[C@H](c1ccc(C#CCC3CCCC3)cc1)[C@@H]2CO

Assay by compound	9	10	11	12	13	14	15	16
Tcruzi prolif	19	-2	15	-99	23	-22	-4	.
KDM4C inh	-0.9	0.1	-2.1	-0.7	-0.1	-1.9	2.4	0.7
C diff HTS	8	.	1	.	1	3	0	-22
Pf Dd2 growth	-7	34	-3	6	44	11	-64	-24

# Structural class: the entries above with fluorine.
2. O=C(C[C@H]1CC[C@@H]2[C@H](COC[C@@H](O)CN2Cc2ccc(F)cc2)O1)NCc1ccccc1Cl
10. CO[C@@H](CN(C)C(=O)C1CCOCC1)[C@H](C)CN(C(=O)Nc1ccc(F)cc1)[C@H](C)CO
11. COc1ccc(NC(=O)N(C)C[C@@H]2Oc3ccc(NC(=O)Nc4ccc(F)cc4)cc3CC(=O)N([C@@H](C)CO)C[C@@H]2C)cc1
12. C[C@@H]1CN([C@@H](C)CO)C(=O)c2cc(NC(=O)CCC(F)(F)F)ccc2O[C@@H]1CN(C)S(=O)(=O)c1cn(C)cn1
14. COC(=O)C[C@@H]1C[C@H]2c3cc(NC(=O)Nc4ccc(F)cc4)ccc3O[C@H]2[C@H](CO)O1

Assay by compound	2	10	11	12	14
Tcruzi prolif	8	-2	15	-99	-22
KDM4C inh	4.7	0.1	-2.1	-0.7	-1.9
C diff HTS	2	.	1	.	3
Pf Dd2 growth	-4	34	-3	6	11

# (further entries)
17. O=C(C[C@H]1C[C@H]2c3cc(NC(=O)CC4CC4)ccc3O[C@H]2[C@H](CO)O1)NCC(F)(F)F
18. CC(C)NC(=O)N(C)C[C@H]1Oc2ncc(C#Cc3ccccc3F)cc2C(=O)N([C@H](C)CO)C[C@@H]1C
19. CCCC#Cc1ccc([C@H]2[C@@H](CO)N3C(=O)CN(C(=O)c4cccnc4)C[C@@H]23)cc1
20. C[C@@H]1CN([C@@H](C)CO)C(=O)c2cc(NS(=O)(=O)c3cn(C)cn3)ccc2O[C@@H](C)CCCCO[C@H]1CN(C)C(=O)CCC(F)(F)F
21. Cc1ccc(S(=O)(=O)Nc2ccc3c(c2)C(=O)N([C@H](C)CO)C[C@H](C)[C@@H](CN(C)CC2CC2)OCCCC[C@@H](C)O3)cc1
22. O=C(C[C@H]1CC[C@@H]2[C@H](COC[C@@H](O)CN2C(=O)Nc2ccc(Cl)c(Cl)c2)O1)NCc1ccc(F)cc1
23. COc1ccc(NC(=O)Nc2ccc3c(c2)CC(=O)N([C@@H](C)CO)C[C@H](C)[C@@H](CN(C)C(=O)Nc2ccc(C(F)(F)F)cc2)O3)cc1
24. COc1ccc(NC(=O)N[C@@H]2CC[C@@H](CCNC(=O)c3cc(Cl)cc(Cl)c3)O[C@H]2CO)cc1

Assay by compound	17	18	19	20	21	22	23	24
Tcruzi prolif	17	85	.	34	63	63	3	-14
KDM4C inh	2.1	-2.5	-2.5	-1.0	0.3	-2.4	-1.2	-0.2
C diff HTS	2	-11	1	-6	-2	-7	-9	.
Pf Dd2 growth	12	-69	-19	0	-1	-6	-17	-8

25. Cc1ccc(S(=O)(=O)Nc2ccc3c(c2)C(=O)N([C@H](C)CO)C[C@@H](C)[C@@H](CN(C)CC2CCCCC2)O3)cc1
26. O=C(NCC(F)(F)F)[C@@H]1[C@@H](CO)[C@@H]2Cn3c(cccc3=O)[C@@H]2N1Cc1cccc(F)c1
27. Cc1ccc(S(=O)(=O)N(C)C[C@@H]2OCCCC[C@@H](C)Oc3ccc(NC(=O)c4ccccc4)cc3C(=O)N([C@@H](C)CO)C[C@@H]2C)cc1
28. C[C@@H]1CN([C@@H](C)CO)C(=O)Cc2cc(NC(=O)Nc3ccc4c(c3)OCO4)ccc2O[C@@H]1CN(C)C(=O)Nc1ccc2c(c1)OCO2
29. COc1ccc(C#Cc2ccc([C@H]3[C@@H](CO)N4C(=O)CN(C(=O)c5ccc(F)cc5)C[C@H]34)cc2)cc1
30. O=C(c1ccccc1F)N1CC[C@@H]2[C@@H](CO)Nc3ccc(C#Cc4ccc(F)cc4)cc3[C@@H]21
31. C[C@H](CO)N1C[C@H](C)[C@H](CN(C)C(=O)Cc2cccnc2)Oc2ncc(-c3ccccc3)cc2C1=O
32. Cc1ccc(S(=O)(=O)N(C)C[C@@H]2Oc3ccc(NC(=O)Nc4ccc(C(F)(F)F)cc4)cc3CC(=O)N([C@@H](C)CO)C[C@@H]2C)cc1

Assay by compound	25	26	27	28	29	30	31	32
Tcruzi prolif	29	42	59	8	.	88	-4	8
KDM4C inh	0.0	3.2	0.4	0.0	-1.3	-1.2	3.4	0.3
C diff HTS	-7	-1	.	-11	-4	9	.	9
Pf Dd2 growth	10	.	-80	23	-13	-32	-20	-6

# The list continues.
nr	SMILES	Tcruzi prolif	KDM4C inh	C diff HTS	Pf Dd2 growth
33	CC(=O)N(C)C[C@@H]1Oc2ncc(C#Cc3ccccc3F)cc2C(=O)N([C@@H](C)CO)C[C@@H]1C	13	0.0	2	-3
34	CO[C@H]1CN(C)C(=O)c2ccc(NC(=O)c3cc(C)on3)cc2OC[C@@H](C)NC[C@H]1C	-49	19	.	-5
35	C[C@@H]1CN([C@H](C)CO)C(=O)c2cc(NS(=O)(=O)c3cn(C)cn3)ccc2O[C@@H](C)CCCCO[C@@H]1CN(C)S(=O)(=O)c1ccc(F)cc1	-17	-0.4	7	3
36	CNC[C@@H]1Oc2cc(C#Cc3ccccc3OC)ccc2S(=O)(=O)N([C@H](C)CO)C[C@H]1C	102*	-1.6	7	.
37	CN1CCN(C(=O)C[C@H]2C=C[C@@H](NC(=O)Nc3ccccc3F)[C@H](CO)O2)CC1	-19	1.7	.	25
38	CO[C@@H]1CN(C)C(=O)c2ccc(NC(=O)C3CC3)cc2OC[C@H](C)N(Cc2ccccc2)C[C@H]1C	47	2.0	.	-45
39	O=C(c1cnccn1)N1CC(=O)N2[C@H](CO)[C@@H](c3ccc(/C=C/c4ccccc4)cc3)[C@@H]2C1	.	-0.9	-8	-31
40	COCC(=O)N1CC(=O)N2[C@H](CO)[C@H](c3ccc(C#CC4CCCCC4)cc3)[C@@H]2C1	.	0.4	-16	-13

# An excerpt of these results, field by field.
36. CNC[C@@H]1Oc2cc(C#Cc3ccccc3OC)ccc2S(=O)(=O)N([C@H](C)CO)C[C@H]1C
  Tcruzi prolif: 102*
  KDM4C inh: -1.6
  C diff HTS: 7
  Pf Dd2 growth: .
40. COCC(=O)N1CC(=O)N2[C@H](CO)[C@H](c3ccc(C#CC4CCCCC4)cc3)[C@@H]2C1
  Tcruzi prolif: .
  KDM4C inh: 0.4
  C diff HTS: -16
  Pf Dd2 growth: -13

# New compounds follow.
nr	SMILES	Tcruzi prolif	KDM4C inh	C diff HTS	Pf Dd2 growth
41	Cc1noc(C)c1S(=O)(=O)Nc1ccc2c(c1)C(=O)N([C@@H](C)CO)C[C@H](C)[C@@H](CN(C)C(=O)NC1CCCCC1)O2	-148	3.0	5	-9
42	C[C@H](CO)N1C[C@H](C)[C@@H](CN(C)CC2CC2)Oc2ccc(NC(=O)CCCCCC(=O)Nc3ccccc3N)cc2CC1=O	.	0.8	5	-41
43	COc1cccc(NC(=O)N[C@H]2CC[C@@H](CC(=O)N3CCCCC3)O[C@H]2CO)c1	3	0.2	.	-6
44	C[C@H](CO)N1C[C@H](C)[C@H](CN(C)S(=O)(=O)c2ccc(Cl)cc2)Oc2ccc(NC(=O)NC3CCCCC3)cc2C1=O	29	-0.7	-14	7
45	COc1ccc2c3c(n(C)c2c1)[C@H](CO)N(S(=O)(=O)c1cn(C)cn1)CC31CCN(C)CC1	.	-0.5	-1	-16
46	CC(C)C#Cc1ccc2c(c1)O[C@@H](CN(C)Cc1ccccc1)[C@H](C)CN([C@@H](C)CO)S2(=O)=O	88	-1.2	12	-52
47	COc1cccc(S(=O)(=O)N(C)C[C@H]2Oc3cc(C4=CCCC4)ccc3S(=O)(=O)N([C@H](C)CO)C[C@@H]2C)c1	94	3.4	3	-69
48	CO[C@H]1CC[C@@H]2CCN(C)C(=O)C[C@@H](c3ccccc3)CN(C)C(=O)c3cccc(C#N)c3OC[C@H]1O2	6	0.6	-8	.
49	Cc1ccc(S(=O)(=O)N(C)C[C@@H]2OCCCC[C@H](C)Oc3ccc(NC(=O)Cc4ccccc4)cc3C(=O)N([C@@H](C)CO)C[C@H]2C)cc1	58	0.7	.	-79
50	CN(C)CC(=O)N1[C@H](C#N)[C@H](c2ccc(-c3ccccc3F)cc2)[C@@H]1CO	24	-0.6	-1	22
51	C[C@@H]1CN([C@@H](C)CO)C(=O)c2cc(NC(=O)Cc3ccccc3)ccc2O[C@@H]1CN(C)S(C)(=O)=O	21	1.1	-1	5

# Assay outcomes from PubChem.
